# High-throughput results from PubChem BioAssay.
# TROY NFkB inh – inhibitors of TROY-dependent NF-kB signaling. Q293 LMP1-TROYcd NF-kB luciferase reporter, 4 h. inhibition, % at 10 µM. 360,000 compounds, 0.98% hits;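 active means compounds whose plate-normalised and pattern-corrected inhibition of the luciferase reporter signal at the single screening dose is 50% or more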
# SRC3 inh – inhibits human SRC3 coactivator | inhibition, % at 3.6 µM | 360,000 compounds, 0.17% hits | Q9Y6Q9 | HEK293 GAL4-SRC3 luciferase reporter, luminescence;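 active means inhibition above a per-campaign cutoff, the mean of all compounds plus 3 SD, cut at about 60% in these data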;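 further: 0% = DMSO-treated cells and 100% = gossypol-treated cells at 36 µM; higher means less SRC3-driven luciferase light from the GAL4 reporter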
# COUP-TFII inh – NR2F2 (human) inhibition, primary screen; inhibition, % at 8.6 µM; HEK293T NGFI-A luciferase reporter, luminescence; P24468; 370,000 compounds, 0.7% hits;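 active means inhibition above a per-plate cutoff, mean inhibition of test wells between control levels plus 3 SD, cut at about 38% in these data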;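 further: cells cotransfected with COUP-TFII expression vector driving the NGFI-A reporter; 0% = median of COUP-TF2 test wells and 100% = reporter-only cells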
# LRH-1 inv ag – inverse agonists of human LRH-1 (NR5A2); O00482; HEK293T StAR-luciferase reporter, LRH-1 transfected, 24 h; inhibition, % at 3.6 µM; 360,000 compounds, 0.13% hits; AID 602396;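 active means inhibition above the mean inhibition of all tested compounds plus 3 SD, cut at about 73% in these data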;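 further: 0% = DMSO wells and 100% = reporter-only cells lacking LRH-1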
# CF NFkB block – blocks PAF-induced NF-kB reporter in cystic fibrosis cells; KKLEB NF-kB-GFP reporter, GFP fluorescence overnight; AID 588850; 360,000 compounds, 0.86% hits; inhibition, % at 5 µM;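 active means at least 50% inhibition at 5 µM, scaled per plate between neutral and stimulator controls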;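 further: PAF is a Pseudomonas aeruginosa culture filtrate used as stimulus; plate controls were PAF-stimulated DMSO wells for no effect and unstimulated DMSO wells for full effect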
# LMP1 NFkB inh – inhibitors of Epstein-Barr LMP1-induced NF-kappaB reporter; LMP1-induced NF-kappaB luciferase reporter cells, luminescence; inhibition, % at 12.5 µM; 350,000 compounds, 0.69% hits; AID 504558; in the data active means inhibition above about 41%;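 further: 0% = neutral control wells and 100% = reference inhibitor control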
# TWEAK Fn14 block – blocks TWEAK-Fn14 interaction in a reporter cell assay. TWEAK-stimulated Fn14 reporter cells, luciferase luminescence, 8 h. inhibition, % at 10 µM. 360,000 compounds, 2% hits; in the data active means inhibition above about 50%
# TRAIL sens C8 – caspase-8 TRAIL sensitization. NB7+C8 cells + TRAIL, ATPlite viability luminescence. inhibition (viability loss, TRAIL sensitization), % at 10 µM. 360,000 compounds, 1% hits;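 active means compounds causing at least 50% loss of cell viability in the single-dose screen, relative to plate controls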
# SRC2 inh – inhibits human steroid receptor coactivator 2; Q15596; HEK293 GAL4-SRC2 luciferase reporter, luminescence; inhibition, % at 9 µM; 370,000 compounds, 0.17% hits;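 active means inhibition above the mean inhibition of all tested compounds plus 3 SD, set per campaign, cut at about 52% in these data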;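 further: 0% = DMSO treated cells and 100% = cells given Gossypol at 36 µM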
# KKLEB cytotox – counter-screen for CF NF-kB inhibitors: cytotoxicity; 360,000 compounds, 0.36% hits; KKLEB CF airway cells viability, ATPlite luminescence, overnight; active compounds read low; cells stimulated with P. aeruginosa culture filtrate; AID 602141; activity change (cytotoxicity), % at 5 µM;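 active means corrected activity change at or below -50% at 5 µM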
# SRC1 inh – inhibits human SRC1 coactivator | HEK293 GAL4-SRC1 luciferase reporter, luminescence | 360,000 compounds, 0.12% hits | inhibition, % at 3.6 µM | Q15788 | AID 588354;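 active means inhibition above the campaign mean plus 3 SD, with each screening campaign given its own cutoff, cut at about 60% in these data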;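 further: 0% = DMSO treated cells and 100% = gossypol at 36 µM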
# Numbers without * were called inactive; . = no result given.
SMILES,TROY NFkB inh,SRC3 inh,COUP-TFII inh,LRH-1 inv ag,CF NFkB block,LMP1 NFkB inh,TWEAK Fn14 block,TRAIL sens C8,SRC2 inh,KKLEB cytotox,SRC1 inh
CCOC(=O)c1cccc(Nc2nc(C)cc(C)n2)c1,-36,-24,-38,-52,-19,-21,-18,5,-9,15,-31
Cc1ccc(SC(CC(=O)c2ccc(C(C)(C)C)cc2)C(=O)O)cc1 (stereo not drawn),15,-4,-30,-16,14,-2,10,-6,-12,5,-4
O=C1CN(S(=O)(=O)c2cccc(Cl)c2Cl)c2ccccc2N1,7,7,-7,6,-12,2,6,-2,16,8,-5
Cn1c(-c2cccc([N+](=O)[O-])c2)cnc1NCc1cccc([N+](=O)[O-])c1,5,-5,-1,-1,-8,-1,5,-10,-17,-4,-16
CCOC(=O)c1ccc(NC(=O)CSc2nnc(CNC(=O)c3ccco3)o2)cc1,-7,-35,4,-6,10,-4,11,4,-6,4,5
O=C(Nc1ccccc1C(F)(F)F)c1cc(-c2ccc(O)cc2)on1,-54,-35,-36,-81,-18,-51,-35,7,-14,11,-73
Cc1ccc(-n2nc3c(=O)n(CCCC(=O)N4CCC(C)CC4)nc(C)c3c2C)cc1,-16,4,11,3,-11,8,4,8,3,2,3
COc1cccc(-c2c(C#N)c(N)nc3c2c(C)nn3-c2ccccc2)c1O,17,-6,-9,-11,-3,4,18,4,-3,3,17
CCCNC(=O)c1cc(C2CCCN(S(=O)(=O)c3cccs3)C2)on1 (stereo not drawn),10,1,1,4,-3,.,10,-12,-6,0,2
COCCCNC(=O)C1CCCN(S(C)(=O)=O)C1 (stereo not drawn),3,8,-27,8,0,-5,32,6,17,7,8
Nn1c(Cc2cccc3ccccc23)nnc1SC1CCOC1=O (stereo not drawn),-7,-4,5,8,0,-1,2,-22,11,7,-21
CN1CCN(C(=O)CCn2c(=S)[nH]c3ccccc3c2=O)CC1,13,10,-39,25,10,2,-5,-8,-21,-6,-4
Cc1noc(/C=C/c2ccco2)c1S(=O)(=O)N1CCC(C(=O)NC(C)c2ccccc2)CC1 (stereo not drawn),-5,1,14,18,7,1,14,-14,9,-7,1
CCCc1nc2c3ccccc3ccn2c1Cc1ccccc1,-27,-81,-54,-115,-42,.,-29,6,-49,-8,-99
O=C(Nc1ccc(Cl)cn1)c1ccc(Oc2ccccc2)cc1,-8,-64,-9,-122,6,-44,-4,19,-19,-13,-94
Cc1ccccc1NC(=O)C1CCCN1/C=C/C(=O)C(F)(F)F (stereo not drawn),2,-2,8,9,-11,-2,-16,-6,-4,9,-21
Cc1cc(N2CCCC2=O)cc(C)c1S(=O)(=O)NCCOc1ccc(C(C)(C)C)cc1,31,26,44*,-4,10,14,25,5,19,-1,-137
O=C(CSc1ccc(-c2ccccn2)nn1)N1CCc2ccccc21,-4,-13,-9,-2,-2,-5,-6,-9,-13,-2,-20
O=c1[nH]c(-c2ccccc2)nc2sc(-c3ccccc3)cc12,-50,-21,-27,-20,0,-20,-19,13,-28,7,-21
O=C(CCS(=O)(=O)c1cc(Br)cc2c1N(C(=O)C1CC1)CC2)NCc1ccco1,-13,-27,-3,10,12,-8,11,9,-36,-5,1
Cc1nc(C)c(/C(O)=C\c2nc3ccc([N+](=O)[O-])cc3oc2=O)o1,-25,8,6,-1,-8,.,-8,-1,-8,1,3
CCOc1ccccc1NC(=O)CSc1nccn1-c1ccccc1,8,2,22,14,7,-5,0,-4,-6,4,-11
NC(=O)C1CCCN(C(=O)c2ccc(Cl)cc2)C1 (stereo not drawn),-4,2,14,5,10,-11,16,-5,-9,-24,-15
Cc1ccc(CNC(=O)c2ccc3c(=O)c(O)c(-c4ccc(C)cc4)[nH]c3c2)cc1,8,51,5,1,-10,-77,-2,43,-2,-10,-15
CCn1c(/N=C/c2ccccc2O)nc2ccccc21,6,-10,5,6,20,-3,21,4,14,0,3

# 2 compounds drawn at random from the list so far, as already listed:
SMILES,TROY NFkB inh,SRC3 inh,COUP-TFII inh,LRH-1 inv ag,CF NFkB block,LMP1 NFkB inh,TWEAK Fn14 block,TRAIL sens C8,SRC2 inh,KKLEB cytotox,SRC1 inh
O=c1[nH]c(-c2ccccc2)nc2sc(-c3ccccc3)cc12,-50,-21,-27,-20,0,-20,-19,13,-28,7,-21
Nn1c(Cc2cccc3ccccc23)nnc1SC1CCOC1=O (stereo not drawn),-7,-4,5,8,0,-1,2,-22,11,7,-21

# Remaining list, next part:
SMILES,TROY NFkB inh,SRC3 inh,COUP-TFII inh,LRH-1 inv ag,CF NFkB block,LMP1 NFkB inh,TWEAK Fn14 block,TRAIL sens C8,SRC2 inh,KKLEB cytotox,SRC1 inh
O=C(O)CCCC(=O)Nc1ccc(Oc2cccc(C(F)(F)F)c2)nc1,-7,6,14,-16,-2,.,-10,-11,-37,0,3
CC(C)(C)C(=O)O/N=C(\N)c1ccc([N+](=O)[O-])s1,-40,-5,9,19,-15,-3,-17,2,9,0,5
Cc1cc(S(=O)(=O)Nc2ccc(C(=O)NCc3ccncc3)cc2)ccc1F,8,17,6,17,-9,-7,15,-12,-2,-18,-10
O=C(NN=C1CCCCCC1)NC1CCCCC1,-23,6,-8,-5,-7,3,5,-1,-27,-1,-11
CCN1C[C@@H]2[C@@H]3C(=O)N(C)C(=O)[C@@H]3[C@](Cc3ccccc3)(C1=O)N2C(=O)c1ccc(Br)cc1,4,2,3,-6,4,7,6,10,-18,3,-7
Cc1ccc(NC(=O)CSc2nnc(C)c(=O)[nH]2)cc1C,-11,10,-6,21,-5,-14,7,-2,3,-4,-8
C=CCNC(=S)NNC(=O)c1csc(C)c1CC,4,2,-5,12,-3,-4,2,3,-4,8,10
COc1ccccc1NC(=O)CCN1C(=O)/C(=C/c2cc(OC)c(OC)c(OC)c2)SC1=S,2,4,-3,1,-10,14,11,-10,18,-10,-5
Cc1cc(OCCCCCNCCO)ccc1Cl,-22,-14,-24,-7,9,-1,6,4,-28,-23,-8
CCCCSc1nnc(-c2ccc(C)cc2)c2ccccc12,12,1,-1,-2,22,6,-1,7,30,1,14
C=CCn1c(SCC(=O)c2ccc(O)c(O)c2)nnc1-c1cccnc1,1,6,2,15,-13,-2,2,5,0,8,-8
Cc1ccccc1Nc1cc(C(=O)NCc2ccco2)c2ccccc2n1,-13,11,-4,4,-8,2,9,4,-10,-5,-22
COC(=O)c1cc(Cl)c(NC(=O)c2ccco2)cc1OC,5,5,5,-22,-20,4,-1,13,-27,-12,-20
O=C(Nc1ccc(S(=O)(=O)Nc2ncccn2)cc1)C12CC3CC(CC(C3)C1)C2,16,-2,-4,-12,-6,-2,2,-1,19,-4,-13
CNc1nc(=S)[nH]c2ccccc12,-6,0,-13,-5,4,-9,-5,-5,-23,2,-1
N#CC(CCc1ccccc1[N+](=O)[O-])(CCc1ccccc1[N+](=O)[O-])C(N)=O,-6,1,10,21,14,10,-1,-11,17,-21,11
COCCn1c(Cc2cccn2C)nnc1SCC(=O)NCc1ccc2c(c1)OCO2,1,6,1,-4,-8,1,12,-8,-23,-5,5
CCOC(=O)N1CCN(C(=O)c2ccc3[nH]c(C)c(C)c3c2)CC1,7,21,-7,-7,-8,1,-6,-10,-13,-31,-18
NS(=O)(=O)c1ccc(CNS(=O)(=O)c2cccc3nonc23)cc1,10,-9,3,3,4,.,18,1,-8,0,-2
COc1ccc(NS(=O)(=O)c2ccc(O)c(C(=O)OCC(=O)NC3CCCCC3)c2)cc1,5,17,-14,1,4,-11,-8,0,18,5,-4
C[C@H]1CN=C(N(C)C)N1CC1CCCCC1,-7,2,-14,-1,-2,3,9,9,-26,6,7
COc1ccc(S(=O)(=O)N2CCCC2CNC(=O)C(=O)NC2CCCCCC2)cc1 (stereo not drawn),6,-3,-4,-1,-6,-2,-6,2,17,10,-8
COc1ccc(OCc2cc(C(=O)NC(C)c3nc(C)cs3)no2)c(Cl)c1 (stereo not drawn),-59,-72,-20,-36,-4,2,3,4,-30,1,-52
COc1ccc(N(CC(=O)NC(C)(C)C)C(=O)c2ccco2)cc1,-6,-15,3,-7,9,14,-3,-1,-1,2,-11
Cc1cccc(N(CC(O)CN2CCCC2)S(=O)(=O)c2ccccc2)c1 (stereo not drawn),-17,-21,-4,-7,0,-10,-5,-26,-1,-6,2

# (list continues)
SMILES,TROY NFkB inh,SRC3 inh,COUP-TFII inh,LRH-1 inv ag,CF NFkB block,LMP1 NFkB inh,TWEAK Fn14 block,TRAIL sens C8,SRC2 inh,KKLEB cytotox,SRC1 inh
CCCOc1ccc(Cc2nn[nH]n2)cc1,-1,16,7,15,2,6,-6,-11,4,4,-20
CCOC(=O)c1ccc(NC(=O)NC2CC3CCC(C2)N3C(=S)NC)cc1 (stereo not drawn),13,7,4,-6,6,5,-10,-20,-10,-5,-7
CCN(CC)S(=O)(=O)c1ccc2c(c1)nc(CCC(=O)O)n2CC,12,10,23,10,2,-8,10,2,-17,5,-12
CCOCC(=O)Nc1c(C(=O)Nc2ccc3c(c2)OCCO3)oc2ccccc12,-38,-95,-59,-115,2,-42,12,44,-54,2,-52
CN(C)S(=O)(=O)c1ccc(C(=O)NCC(=O)Nc2ccc(F)c(F)c2)cc1,-1,12,-16,15,7,7,28,11,-5,3,13
CSc1ccc(CN(C)C(C)C(=O)NCc2ccccc2)cc1 (stereo not drawn),11,0,1,6,-22,-10,-8,-1,3,-24,-5
O=C(NCCS(=O)(=O)NCc1ccccc1)c1ccc2c(c1)OCO2,-4,12,10,8,21,0,-2,2,-47,5,-11
CCOC(=O)C1(C)C=C(Nc2ccccc2)C(=O)N1c1ccccc1 (stereo not drawn),3,10,-15,8,4,-2,-19,11,16,8,14
CCCC1N2CC3([N+](=O)[O-])CN1CC([N+](=O)[O-])(C2)C3(C)C (stereo not drawn),-26,23,8,21,5,5,9,4,17,4,-2
O=C(CN1C(=O)COc2ccccc21)N(Cc1cccnc1)Cc1cccc(F)c1,16,3,20,-6,2,7,68*,4,29,2,-8
Cn1c(SCc2ccccn2)nnc1-c1ccncc1,9,8,5,7,6,8,13,-2,3,-1,-15
COc1ccc(C)cc1NC(=O)CCN1CCN(C/C=C/c2ccccc2)CC1,-10,-18,18,12,-10,8,-9,4,21,2,-2
COc1ccc(CN2CCC(CO)(Cc3ccccc3C(F)(F)F)CC2)c(F)c1,13,-2,5,12,8,-1,-4,-19,8,-12,-10
O=C(Nc1ccc2c(c1)OCO2)c1ccc([N+](=O)[O-])cc1[N+](=O)[O-],23,-36,-10,3,0,-12,-19,-1,-4,-10,-53
CC(NC(=O)CN(c1ccc(F)cc1)S(C)(=O)=O)c1ccccc1 (stereo not drawn),29,5,17,3,-21,2,12,-4,-33,11,2
CCOC(=O)C1(Cc2cccc(OC)c2)CCCN(CCO)C1 (stereo not drawn),-6,13,17,0,2,2,22,6,-21,-11,-6
Cn1nc(-c2ccc(C(=O)Nc3ccc(F)cc3)cc2)c2ccccc2c1=O,21,13,.,-21,-24,17,4,17,.,-2,-1
COc1ccc(-c2nnc(SCc3ccccc3F)o2)cc1,-23,-60,-45,-176,7,-30,32,36,-74,6,-98
